# HEK293 tox: kills HEK 293 cells; HEK 293 viability, ATP luminescence (CellTiter-Glo), 48-72 h; Potency, µM (doses to about 115 µM), for the others: at the highest dose activity change, negative = cytotoxicity, most hits filed as inhibitors; actives 6.6% (n = 94,000); further: potency means the concentration at half of the fitted maximal effect; nearly all actives have a fitted effect of over 60% in size
#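 qHTS cytotoxicity; HEK 293, 250 cells/well; compound pinned; 48 or 72 hr, 37 degree Celsius, 5% CO2, 95% humidity; CellTiter-Glo, 10 min RT; luminescence (ATP).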
# SNCA expr inhib: inhibitors of alpha-synuclein (SNCA) gene expression. HEK-293 SNCA-luciferase knock-in, luminescence, 24 h. Potency, µM (doses to about 57.2 µM), for inactives: at the highest dose activity change, negative = inhibition, usual class: inhibitors. actives 0.17% (n = 140,000);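 further: potency means the concentration at half of the fitted maximal effect; plate controls were DMSO cells for no effect and cell-free wells for full effect; nearly all actives have a fitted effect of over 45% in size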
# HEK293 viab: counter-screen for SNCA expression inhibitors: cell viability; HEK-293-SNCA-luc viability, GF-AFC fluorescence, 24 h; AID 1671193; Potency, µM (titrated, usually from 57.1 µM), without a hit: at the top dose activity change, negative = cytotoxicity, actives largely listed as cytotoxic; actives 0.12% (n = 150,000);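 further: potency means the concentration at half of the fitted maximal effect; 0% = DMSO-treated cells and -100% = medium-only wells without cells; nearly all actives have a fitted effect of over 30% in size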
#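 HEK-293-SNCA-luc cells (1500/well) plated 24 h, then exposed 24 h to a dilution series; GF-AFC added 30 min at 37C, fluorescence 405/540 nm; normalised to medium-only and DMSO wells, Hill fit.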
# 3T3 cytotox: NIH 3T3 cell cytotoxicity | Potency, µM (highest dose often 96.7 µM), for the others: at the highest dose activity change, negative = cytotoxicity, usual class: inhibitors | actives 4.3% (n = 94,000) | NIH 3T3 viability, CellTiter-Glo ATP luminescence, 48-72 h; further: potency means the concentration at half of the fitted maximal effect; nearly all actives have a fitted effect of over 55% in size
#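 Luminescent ATP readout (CellTiter-Glo, 10 min RT) after 48 or 72 hr compound exposure of NIH 3T3 cells seeded at 400 cells/well in 1536-well format; quantitative HTS.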
# IP6K1 inhibitor: IP6K1 kinase inhibition | IP6K1 kinase, ADP-Glo luminescence, 2 h; stronger effect = lower value | AID 1645851 | actives 0.81% (n = 140,000) | Q92551 | activity change, % (series mostly up to about 58 µM); in the data active means activity change below about -25%
# Target sequence (Q92551 whole entry, looked up): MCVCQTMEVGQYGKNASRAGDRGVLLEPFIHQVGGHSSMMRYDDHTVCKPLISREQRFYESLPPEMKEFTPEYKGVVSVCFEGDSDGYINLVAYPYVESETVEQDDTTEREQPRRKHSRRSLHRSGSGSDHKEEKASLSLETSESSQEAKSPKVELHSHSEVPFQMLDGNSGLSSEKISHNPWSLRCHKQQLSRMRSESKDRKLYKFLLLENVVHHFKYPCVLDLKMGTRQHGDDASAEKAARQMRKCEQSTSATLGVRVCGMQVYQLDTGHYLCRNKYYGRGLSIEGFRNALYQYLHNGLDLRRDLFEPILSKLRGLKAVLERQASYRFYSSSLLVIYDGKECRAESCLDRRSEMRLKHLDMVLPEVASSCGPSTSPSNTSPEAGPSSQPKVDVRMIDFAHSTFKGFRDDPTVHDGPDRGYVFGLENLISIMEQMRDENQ
#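 ADP-Glo luminescence measures ADP made by human IP6K1 during a 2 h RT reaction with ATP/IP6 (mix at 1.3 mM/130 uM); top library doses 57.5 and 19.1 uM final.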
# GPT2 inh: blocks human glutamate pyruvate transaminase 2; Q8TD30; Recombinant GPT2, coupled pyruvate oxidase/HRP Amplex Red fluorescence; Potency, µM (series often up to 57.7 µM), inactives show top-dose activity change, negative = inhibition, actives largely listed as inhibitors; actives 0.25% (n = 100,000); further: potency means the concentration at half of the fitted maximal effect; nearly all actives have a fitted effect of over 60% in size; many of its hits are not listed in these tables
# Target sequence (Q8TD30 whole entry, looked up): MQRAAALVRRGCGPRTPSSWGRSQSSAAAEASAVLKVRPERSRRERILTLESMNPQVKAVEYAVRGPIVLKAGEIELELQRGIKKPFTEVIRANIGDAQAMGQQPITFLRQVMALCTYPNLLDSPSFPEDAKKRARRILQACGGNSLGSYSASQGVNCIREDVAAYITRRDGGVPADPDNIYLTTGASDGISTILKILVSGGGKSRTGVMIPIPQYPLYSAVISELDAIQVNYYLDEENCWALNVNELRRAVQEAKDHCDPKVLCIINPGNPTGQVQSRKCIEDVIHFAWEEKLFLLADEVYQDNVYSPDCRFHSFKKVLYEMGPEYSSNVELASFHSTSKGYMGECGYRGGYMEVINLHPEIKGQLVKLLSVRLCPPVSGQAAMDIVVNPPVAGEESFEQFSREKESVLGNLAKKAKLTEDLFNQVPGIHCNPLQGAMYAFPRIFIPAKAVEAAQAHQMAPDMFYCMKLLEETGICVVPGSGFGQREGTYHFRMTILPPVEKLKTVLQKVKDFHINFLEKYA
#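 GPT2 10ng/uL, a-KG 250uM, L-Ala 2mM, HEPES pH7.5 + 0.0001% Tween; 30 min RT. Then Amplex mix (PO/HRP/ThPP), 30 min RT dark, fluorescence. AOA 50uM used as positive control.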
# FLuc inh: Photinus pyralis luciferase inhibition | purified P. pyralis luciferase, luminescence, biochemical | actives 2.5% (n = 76,000) | Potency, µM (titrated, usually from 115 µM), without a hit: at the top dose activity change, negative = inhibition, most hits filed as inhibitors | P08659; further: potency means the concentration at half of the fitted maximal effect; nearly all actives have a fitted effect of over 65% in size
#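 Luminescence read by CCD imager after adding enzyme (10nM final) to wells holding compound, titrated in qHTS. Substrates 10uM each D-luciferin and ATP; buffer 50mM Tris acetate pH 7.5, 10mM Mg acetate, Tween-20, BSA.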
# An asterisk follows results filed as active; i = inactive; ? = inconclusive; / = no result given; & = joins results of further samples; [ ] = remark or other dose. Unless noted, the call rests on the fitted dose curve; in most records, active means well fitted curve in the direction sought with a large enough effect; inconclusive means small, poorly fitted or top-dose-only effect, or another doubt; inactive means no such curve, though single readings can be large; an effect the other way counts as inactive or inconclusive. Unless noted, on the % scale 0 is the no-effect control and ±100 the full control effect.
smiles	HEK293 tox	SNCA expr inhib	HEK293 viab	3T3 cytotox	IP6K1 inhibitor	GPT2 inh	FLuc inh
CCC(Cc1ccccc1)NC(=O)Cn1nc(C)n2c(cc3occc32)c1=O (stereo unspecified)	/	42.9%[activator]	-0.4%	/	5.9	/	/
COc1cc2c(cc1O)[C@H](c1ccc(O[C@@H]3O[C@H](CO)[C@@H](O)[C@H](O)[C@H]3O)c(OC)c1)[C@@H](CO)[C@](O)(CO)C2	/	/	7.3%[23.9 µM]	/	5.4	i	/
CN(C)C[C@@H]1CN(S(C)(=O)=O)C[C@H]1NC(=O)c1ncccn1	4.8%	13.9%	-10.4%	0.8%	1.9	-14.6%	-14.8%
N#Cc1ccc(CN2CCCCCCNC(=O)[C@@H]3C[C@@H](C(=O)NCCc4cnc[nH]4)C[C@@H]32)cc1	-10.9%	-9.8%	0.4%	-6.2%	-0.2	i	-8.7%
Cc1cccc(NC(=O)C2CCN(S(=O)(=O)c3c(C)noc3/C=C/c3ccco3)CC2)c1C	/	-9.0%	-0.3%	/	16.3	/	/
CN(C)C(=O)CCc1ccc2c(c1)CN(C(=O)CC1CCCC1)CCO2	?	17.5%	6.1%	-34.1%	-19.7	-3.9%	/
Cc1nn(-c2ccccc2)c2c1C(C)N(C1CCN(C(=O)c3ccccc3)CC1)C2=O (stereo unspecified)	35.5µM*	/	/	?	-7.4	/	/
CCc1ccccc1NC(=O)c1ccc(CN2C(=O)CCn3nc(C)cc32)cc1	/	11.5%	4.6%	/	17.8	/	/
O=C(C1CC1)N1CCC(c2noc(-c3ccccn3)n2)C1 (stereo unspecified)	-1.5%	-3.0%	14.3%	3.7%	-3.9	i	-7.9%
CC1(COc2cccnc2)COc2ccc(C(=O)NCCOc3ccccc3)cc2N1 (stereo unspecified)	?	?	?	?	7.4	1.4%[88.5 µM]	?
Cc1ccccc1-c1cn[nH]c1C1CCN(C(=O)CCCn2cnnn2)CC1	-6.0%	-4.2%	-2.8%	-28.0%	13.6	2.0%	-12.1%
CN1CCC(C2CCN(C(=O)NC3CCCC3)C2)CC1 (stereo unspecified)	-0.5%	?	-5.0%[12.5 µM]	i	0.1	i	-1.1%
CN(C)C1(Cc2cc(COc3ccccc3)on2)COC1	-5.8%[230 µM]	-19.1%[87.6 µM]	-0.9%[87.6 µM]	?	5.5	0.7%[88.5 µM]	-13.8%[230 µM]
CC1CCc2c(sc3nnn(CC(=O)Nc4ccc(Cl)cc4)c(=O)c23)C1 (stereo unspecified)	/	-4.3%	-17.2%	/	-11.6	/	/
COc1ccc2nc(N(Cc3cccnc3)C(=O)Cc3ccccc3)sc2c1	/	-15.1%	-21.4%	/	-19.7	/	/
COc1ccc(CC(=O)NC2CCN(c3ccc4nnc(C)n4n3)C2)cc1 (stereo unspecified)	-14.7%	/	/	-20.1%	6.9	/	/
O=C(Cc1ccccc1F)N1C[C@@H](CO)[C@H](c2ccccn2)C1	1.6%	-11.8%	-3.4%	-14.8%	35.4	i	-4.2%
CCc1ccc(CNC(=O)c2ccc(CN3C(=O)NC4(CCOCC4)C3=O)cc2)cc1	?	2.8%	0.5%	-3.9%	8.7	i	-22.9%
Cc1ccc(NC(=O)n2ncc3c(C)cccc32)c(C)c1	/	111.4%[activator]	-7.5%	/	-8.9	/	/
Cc1cc(C)n(CCC(=O)N2CCc3c(c(C(=O)N4CCOCC4)nn3CCc3ccccc3)C2)n1	?	-26.6%	-4.0%	4.3%	7.8	i	6.0%

# The results go on:
smiles	HEK293 tox	SNCA expr inhib	HEK293 viab	3T3 cytotox	IP6K1 inhibitor	GPT2 inh	FLuc inh
CN1CC(=O)N(c2ccc(Cl)cc2)Cc2c(NC3CCNCC3)ncnc21	i	-17.4%	-6.5%	-9.4%	15.1	i	/
NCc1cccc(-c2ccc3c(c2)C(=O)N2CC[C@H](NC(=O)c4cccc(F)c4)[C@H]2C(=O)N3)c1	?	20.8%	8.0%	?	9.6	i	-7.5%
CCOCc1nc(C2CCCN(C(=O)c3cccnc3)C2)no1 (stereo unspecified)	3.9%	-6.2%	-8.4%[12.5 µM]	1.5%	11.9	-5.6%	-2.1%
O=C(c1cn(Cc2ccc(Cl)cc2)nn1)N1CCCC(OCc2cccnc2)C1 (stereo unspecified)	-20.5%	4.6%	4.4%	?	-0.1	i	3.2%
CCN1CCN(CCCNC(=O)C2CCCCC(=O)N2Cc2cccc(OC)c2)CC1 (stereo unspecified)	-4.2%	-9.4%	2.1%	-12.8%	2.3	-2.0%	/
COCCCNc1nc2c([S+](=O)([O-])c3ccc(OC)cc3)nnn2c2ccccc12	i	33.9%[activator]	3.5%	-9.5%	15.1	0.3%	/
COc1ccc(CCNC(=O)CCn2c(=O)c3cccn3c3ccc(F)cc32)cc1OC	/	0.5%	10.0%	/	-0.7	/	/
CCOc1ccc(NC(=O)CSc2nnc3scc(-c4ccc(Cl)cc4)n23)cc1	/	-25.7%	-7.9%	/	21.3	/	/
Cc1nnc2n1CCC(N(C)C(=O)Cc1ccsc1)CC2 (stereo unspecified)	-0.9%	4.2%	5.9%	-23.9%	12.1	-9.6%	2.8%
CC(C)Oc1ccc(CNS(=O)(=O)c2ccc(-c3cc(C(F)(F)F)on3)s2)cc1	/	20.6%	2.9%	/	47.0	/	/
COc1ccc(C(=O)N2CCCC(c3nc(-c4cnccn4)no3)CCNC(=O)CC2)cn1 (stereo unspecified)	i	10.8%	-4.4%	-1.3%	21.9	i	-2.3%
CCOC(=O)Cn1c(=O)c2c(nc(N3CCOCC3)n2Cc2ccccc2)n(C)c1=O	/	21.3%	-3.8%	/	7.9	/	/
Fc1ccc(Cc2nc(-c3nnn4c3COC(c3ccc(Cl)cc3)C4)no2)cc1 (stereo unspecified)	?	?	-10.0%	?	-9.8	4.1%	-3.3%
Cc1ccc(-c2cn3cc(C(=O)NCc4cccc(Cl)c4)nc3s2)cc1	?	33.2%[activator]	-8.8%	?	12.9	2.6%	/
O=C(Nc1ccccc1)C1CCN(S(=O)(=O)c2ccc3[nH]c4c(c3c2)CCCCC4)CC1	/	?	-11.9%	/	-1.8	/	/
COc1ccccc1-c1[nH]ncc1CN1CCCCCNC(=O)CC1c1ccccc1 (stereo unspecified)	?	-1.3%	-9.9%	?	12.8	-22.6%	5.2%
COC(=O)[C@@H]1Cc2ncn(Cc3ccccc3)c2CN1S(=O)(=O)Cc1ccccc1	-7.2%[172 µM]	22.8%[87.6 µM]	?	-1.3%[174 µM]	-5.8	i	-3.3%[172 µM]
C[C@@H]1CN(C(=O)c2ccc(Cl)o2)C[C@@]1(O)C1CCC1	3.7%	-20.0%	-20.9%	3.6%	-9.3	4.0%	0.0%
CCC[C@H]1CN(S(=O)(=O)c2ccc(-c3ccn[nH]3)o2)C[C@@H]1N	-16.7%	?	2.2%	?	6.6	-4.8%	3.9%
O=C(CCCc1c[nH]c2ccccc12)NCC(=O)N1CCCCCCNC(=O)CC1c1ccccc1 (stereo unspecified)	?	-8.3%	-13.2%	?	1.3	i	4.2%

# An excerpt of these results, with each value named:
Molecule: Fc1ccc(Cc2nc(-c3nnn4c3COC(c3ccc(Cl)cc3)C4)no2)cc1 (stereo unspecified)
  HEK293 tox: ?
  SNCA expr inhib: ?
  HEK293 viab: -10.0%
  3T3 cytotox: ?
  IP6K1 inhibitor: -9.8
  GPT2 inh: 4.1%
  FLuc inh: -3.3%

Molecule: Cc1ccc(-c2cn3cc(C(=O)NCc4cccc(Cl)c4)nc3s2)cc1
  HEK293 tox: ?
  SNCA expr inhib: 33.2%[activator]
  HEK293 viab: -8.8%
  3T3 cytotox: ?
  IP6K1 inhibitor: 12.9
  GPT2 inh: 2.6%
  FLuc inh: /

Molecule: O=C(Nc1ccccc1)C1CCN(S(=O)(=O)c2ccc3[nH]c4c(c3c2)CCCCC4)CC1
  HEK293 tox: /
  SNCA expr inhib: ?
  HEK293 viab: -11.9%
  3T3 cytotox: /
  IP6K1 inhibitor: -1.8
  GPT2 inh: /
  FLuc inh: /

Molecule: COc1ccccc1-c1[nH]ncc1CN1CCCCCNC(=O)CC1c1ccccc1 (stereo unspecified)
  HEK293 tox: ?
  SNCA expr inhib: -1.3%
  HEK293 viab: -9.9%
  3T3 cytotox: ?
  IP6K1 inhibitor: 12.8
  GPT2 inh: -22.6%
  FLuc inh: 5.2%

# (list continues)
# Every second line gives: HEK293 tox	SNCA expr inhib	HEK293 viab	3T3 cytotox	IP6K1 inhibitor	GPT2 inh	FLuc inh
Cc1ccccc1C(=O)c1ccc(Nc2ccc(Br)cc2N)cc1Cl
→ /	-23.7%	-9.5%&-6.3%	/	-6.2	-13.1%	/
Cc1nn(-c2ccccc2)c2c1C(C1CC1)N(C1CCN([S+](=O)([O-])c3c(C)noc3C)C1)C2=O (stereo unspecified)
→ ?	/	/	-38.9%	8.1	/	/
Cc1ccsc1CN1CCCOCCNC(=O)[C@@H]2CCCC[C@@H]21
→ ?	41.5%[activator]	-8.8%	-16.2%	-2.7	i	5.7%
CCc1noc([C@@H]2CC(F)(F)CN2C(=O)c2ccoc2C)n1
→ ?	120.4%[activator]	3.3%	-8.9%	24.7	2.3%	35.5µM*
Cc1ccc(Nc2ccnc(N3CCC(C(=O)N(C)C)CC3)n2)cc1
→ ?	4.5%	1.5%[12.5 µM]	?	-7.6	i	/
COCCNC(=O)[C@@H]1C[C@H](Oc2cccnc2)CN1C(=O)c1nccn1C
→ 2.9%	21.9%	2.2%	-8.1%	1.8	0.3%	-0.7%
Cc1nc(N2CCC(C(=O)NC3CCCCCCC3)CC2)cc(C(F)(F)F)n1
→ ?	2.8%	-1.0%	-37.3%	-4.0	0.4%	?
Cc1cnc(C(=O)NCC2Cn3cccc3C(=O)N2CC(C)C)cn1 (stereo unspecified)
→ 4.5%	41.6%[activator]	-3.1%	-0.5%	2.6	5.0%	-10.7%
O=C(Nc1cnc(-c2ccc(F)cc2)nc1)c1ccco1
→ ?	114.4%[activator]	0.2%	-15.4%	-2.1	i	3.55µM*
Cc1c(C)c2c(c(C)c1O)CCC(C)(COc1ccc(CC3SC(=O)NC3=O)cc1)O2 (stereo unspecified)
→ /	35.8%[activator]	6.3%	/	2.3	?	/
Cc1nn(-c2ccccc2)c2c1C(C)N(C1CCCN(C(=O)C(C)(C)C)C1)C2=O (stereo unspecified)
→ -19.9%	/	/	-19.9%	-0.3	/	/

# Compound activity as filed in PubChem BioAssay.

# This is a subset, so the mix of outcomes need not match the whole.
